Screening results: PubChem, several laboratories
p97 inhibitor – blocks human p97 ATPase activity; 220,000 compounds, 0.42% hits; recombinant p97 ATPase, Kinase-Glo ATP luminescence, 3 h; AID 1481; P55072; inhibition, % at 8 µM; in the data active = inhibition above about 15%;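 also: 0% = DMSO vehicle and 100% = wells lacking enzyme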
FXIa inh 1536 – inhibitors of human coagulation factor XIa; inhibition, % at 5 µM; 220,000 compounds, 0.14% hits; purified FXIa, Boc-Glu-Ala-Arg-AMC fluorogenic substrate;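 active = inhibition of at least 40%; inactive = inhibition below 40%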;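 also: fluorescence of freed AMC excited at 355 nm; 0% = enzyme without compound and 100% = no enzyme blank; many of its hits are not listed in these tables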
Furin inh – human furin inhibition; 220,000 compounds, 0.061% hits; AID 463115; purified furin, fluorogenic substrate cleavage; inhibition, % at 30 µM; P09958; in the data active = inhibition above about 25%; also: inactives centre near -15
Target sequence (P09958 108-714 limits assumed): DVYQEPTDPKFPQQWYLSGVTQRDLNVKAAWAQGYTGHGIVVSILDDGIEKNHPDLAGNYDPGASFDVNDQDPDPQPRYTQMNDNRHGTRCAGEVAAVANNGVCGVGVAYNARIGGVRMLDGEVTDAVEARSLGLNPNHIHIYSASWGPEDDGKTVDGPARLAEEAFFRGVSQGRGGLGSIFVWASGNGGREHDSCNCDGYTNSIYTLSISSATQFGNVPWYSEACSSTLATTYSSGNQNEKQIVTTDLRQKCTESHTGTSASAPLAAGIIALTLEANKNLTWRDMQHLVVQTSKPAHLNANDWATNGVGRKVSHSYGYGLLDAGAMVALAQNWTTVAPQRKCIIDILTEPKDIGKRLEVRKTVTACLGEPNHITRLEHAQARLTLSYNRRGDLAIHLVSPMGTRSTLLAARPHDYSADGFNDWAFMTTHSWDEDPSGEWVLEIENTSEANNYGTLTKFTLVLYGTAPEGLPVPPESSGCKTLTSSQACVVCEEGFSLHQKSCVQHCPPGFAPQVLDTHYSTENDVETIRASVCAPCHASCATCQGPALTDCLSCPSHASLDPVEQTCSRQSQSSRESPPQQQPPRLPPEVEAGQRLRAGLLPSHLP
thrombin 1536 – inhibitors of human thrombin | P00734 | alpha-thrombin, Boc-VPR-AMC fluorogenic substrate cleavage | inhibition, % at 5 µM | 220,000 compounds, 0.26% hits | AID 1046;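 active = inhibition at or above 40%; inactive = inhibition below 40%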;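 also: 0% = enzyme with no compound and 100% = wells without enzyme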
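System – human alpha-thrombin · Medium – pH 7.5 Tris (50 mM) with NaCl 150 mM, Tween 20 0.05% · Compound – single-point dosing at 5 µM, 0.2% DMSO · Incubation – enzyme reaction carried out at room temperature · Technique – fluorescence of released AMC, ex 355 nm, em 460 nm · Read-out basis – % inhibition of thrombin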
KLK5 inh – blocks human kallikrein 5 protease activity | 210,000 compounds, 0.59% hits | inhibition, % at 5 µM | Q9Y337 | AID 873 | recombinant hK5, fluorogenic AMC substrate cleavage;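 active = inhibition of 40% or more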;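 also: 0% = enzyme controls without compound and 100% = no-enzyme blanks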
Target sequence (Q9Y337 67-293 limits assumed): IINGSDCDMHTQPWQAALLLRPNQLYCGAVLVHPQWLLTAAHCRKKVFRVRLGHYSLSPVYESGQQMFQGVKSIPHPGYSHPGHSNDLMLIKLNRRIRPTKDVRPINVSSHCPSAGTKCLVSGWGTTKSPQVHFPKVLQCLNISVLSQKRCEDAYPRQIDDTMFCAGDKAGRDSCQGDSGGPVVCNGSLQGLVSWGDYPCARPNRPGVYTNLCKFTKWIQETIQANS
PERK inhibitor – blocks human PERK kinase. Q9NZJ5. CHO PERK-DD fusion, SEAP luminescence translation reporter. inhibition, % at 5.6 µM. 220,000 compounds, 0.17% hits;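 active = inhibition above the mean inhibition of all tested compounds plus 3 SD, set separately per screening campaign, cut at about 2.9% in these data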;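 also: PERK kinase domain activated by AP20187 dimerizer at 100 nM; 0% = DMSO with dimerizer and 100% = rapamycin at 8.4 µM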
Wee1 stabilizer – inhibitors of human Wee1 degradation; HeLa Luc-Wee1K328M stability, luciferase luminescence; 100% = proteasome inhibitor MG132 effect; reporter increase, % at 5 µM; 220,000 compounds, 1.2% hits; AID 1321;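 active = activation above the mean of all tested compounds plus 3 SD, set per screening run, cut at about 8.8% in these data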;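 also: cells exposed to compound for 20 h before luminescence read; 0% = DMSO alone and 100% = MG132 at 30 µM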
Cl transport mod – KCC2 (human) Cl- transport modulation; Q9H2X9; KCC2 cells, thallium flux FluoZin-2 fluorescence; B-score of Tl+ flux slope (higher = more flux/activation; lower = inhibition) at 10 µM; 190,000 compounds, 2.2% hits;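 active = thallium flux slope and its plate-corrected score both differing from the plate sample mean at a set confidence after two filtering rounds, in either direction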;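 also: slope of fluorescence scaled to starting intensity during 10 to 20 s after thallium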
FXIIa inh 1536 – factor XIIa (human) inhibition; purified FXIIa, Boc-QGR-AMC fluorogenic substrate, 2 h; inhibition, % at 5 µM; 220,000 compounds, 0.3% hits; in the data active = inhibition above about 40%;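 also: 0% = enzyme with no compound and 100% = blank without enzyme; many of its hits are not listed in these tables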
Starred values were filed as active, the others as inactive; . = no result given; [ ] = remark or other dose.

Results follow in this order: p97 inhibitor | FXIa inh 1536 | Furin inh | thrombin 1536 | KLK5 inh | PERK inhibitor | Wee1 stabilizer | Cl transport mod | FXIIa inh 1536
- O=C(c1cnn(-c2nc3ccccc3s2)c1)c1ccccc1O
→ -5.5 | 4.5 | -5.9 | -0.3 | 1.2 | -0.2 | 0.4 | 0.159 | -0.6
- O=C(CN1CCCCCC1)N/N=C/c1cccc(Cl)c1Cl
→ 3.0 | 4.8 | -18.5 | -4.1 | -10.2 | -0.1 | 7.4 | -0.0311 | 8.4
- Cc1occc1C(=O)NNC(=S)Nc1cccc([N+](=O)[O-])c1
→ 3.5 | 3.5 | -25.9 | -1.0 | -203.5 | 0.5 | -1.0 | -0.341 | 11.4
- CC1CN(S(=O)(=O)c2ccc(C(=O)Nc3nnc(-c4ccccn4)o3)cc2)CC(C)O1 (stereo not drawn)
→ 0.4 | -5.1 | -8.9 | 0.0 | -8.3 | 1.1 | -0.3 | 1.28 | 2.2
- CS(=O)(=O)N(Cc1ccccc1)c1ccc(C(=O)N2CCc3ccccc3C2)cc1
→ -3.7 | 4.6 | -13.4[20 µM] | -2.5 | -7.5 | -1.0 | 7.0 | -1.57 | 15.6
- C/C(=C\C(=O)c1ccc(Cl)cc1)Nc1ccc(Br)cc1
→ 0.5 | . | -11.3[20 µM] | . | . | 0.9 | -0.3 | . | .
- COc1ccc(NC(=O)C(CCS(C)(=O)=O)N2C(=O)c3ccccc3C2=O)cc1 (stereo not drawn)
→ 6.4 | 7.1 | -18.6[20 µM] | 1.8 | -9.2 | 1.2 | 0.8 | 0.0809 | 15.7
- O=C(CCC1CCCN(C(=O)C2(c3ccccc3)CC2)C1)N1CCN(c2ccccn2)CC1 (stereo not drawn)
→ 1.1 | -3.6 | -32.1 | 96.4* | -0.4 | -0.1 | -1.2 | -1.15 | 8.6
- O=C(NC(C(=O)c1ccccc1)N1CCCCC1)c1ccccc1 (stereo not drawn)
→ 1.7 | -0.1 | -21.3 | -1.4 | -1.1 | 0.9 | 0.5 | -0.175 | 8.2
- CC(C)N(C(=O)CSc1nn2c(=O)c(C(C)(C)C)nnc2s1)c1ccccc1
→ 3.6 | -1.2 | -17.3 | -1.7 | 6.0 | -0.7 | 3.3 | -2.37 | -5.6
- Cc1ccc(S(=O)(=O)N(CC(=O)N2CCOCC2)C2CCCCC2)cc1
→ -2.5 | 7.6 | -20.6[20 µM] | -4.6 | -5.0 | -0.8 | -1.2 | 0.18 | 3.0
- O=C(O)c1cc(C2CC2)nn1-c1ccccc1
→ -2.7 | -8.6 | -18.1[20 µM] | 6.3 | -31.5 | 1.2 | -1.0 | -1.49 | -5.8
- O=C(NCc1ccccn1)NC1CCCCC1
→ -3.8 | -4.6 | -9.7 | -7.5 | -11.7 | 0.2 | 2.3 | 0.852 | 3.0
- COCC(C)n1c(C)cc(C(=O)CSc2cc(C)c3ccccc3n2)c1C (stereo not drawn)
→ -3.2 | 4.3 | -0.8 | -0.4 | -15.1 | -0.9 | -3.9 | . | 13.4
- CCOCCCNCc1cccc(OCc2ccc(F)cc2)c1
→ 0.0 | -1.9 | 0.1 | -0.9 | -9.9 | -0.5 | 1.4 | -1.13 | 5.6
- COc1ccc(Cn2nnnc2C(c2cc(OC)ccc2OC)N2CCC(C(N)=O)CC2)cc1 (stereo not drawn)
→ -8.0 | 15.3 | -3.8 | 36.8 | 70.3* | 0.0 | 5.2 | 0.838 | 22.6
- N#Cc1c(N)nc(SCC(=O)C23CC4CC(CC(C4)C2)C3)c(C#N)c1-c1ccc(Cl)cc1
→ -3.2 | 0.8 | -12.5[20 µM] | 1.8 | -11.6 | 0.6 | 4.4 | 0.314 | 18.6
- O=C(NCc1ccc(-c2nc3ccccc3s2)cc1)c1ccco1
→ -4.2 | 1.2 | -8.3 | -9.5 | -18.6 | -0.4 | -3.2 | 0.614 | 2.9
- Cc1nn2c(=O)c3c4c(sc3nc2n1-c1ccccc1)COC(C)(C)C4
→ -1.5 | 2.9 | -10.0 | 2.2 | 0.5 | -2.2 | -0.2 | -0.432 | 5.1
- O=C(O)Cc1ccc(NC(=O)c2ccc(NC(=O)c3ccco3)cc2)cc1
→ 4.5 | 5.2 | -8.6[20 µM] | 0.8 | -3.1 | 0.7 | -1.8 | 0.969 | 19.6
- C=CCn1c(SCC(=O)Nc2c(C)n(C)n(-c3ccccc3)c2=O)nc2sc(C)c(-c3ccccc3)c2c1=O
→ 3.2 | -2.0 | -11.7[20 µM] | 5.8 | -5.1 | -0.7 | -0.2 | -0.754 | 15.2
- Cc1ccc(NC(=O)CCn2c(=O)[nH]c3ccsc3c2=O)cc1
→ 6.2 | 4.7 | -13.9 | . | 0.8 | 0.1 | -1.0 | 0.00802 | 11.5
- CC(C)Cn1c(CCC(=O)O)ccc1-c1cccs1
→ 6.7 | 14.2 | -23.5[20 µM] | 4.6 | -16.7 | 0.6 | 1.2 | 0.898 | 18.5
- Clc1ccc(OCc2nn3c(C4CCCCC4)nnc3s2)c(Cl)c1
→ -2.8 | 1.4 | -16.8 | -2.8 | -23.7 | -0.3 | -1.0 | -0.00409 | 6.6
- CC(NS(C)(=O)=O)C(c1cccs1)N1CCN(Cc2ccccc2)CC1 (stereo not drawn)
→ 4.6 | 1.8 | -25.4 | -0.7 | 3.6 | -0.1 | 1.9 | -0.00227 | 8.6
- COC(=O)C(CC(C)C)NC(=O)c1ccc(F)cc1 (stereo not drawn)
→ 2.2 | -4.3 | -25.4 | -8.5 | -15.0 | 1.4 | -0.5 | . | 16.0
- CC(=O)Nc1nnc(SCc2ccc(C(=O)Nc3ccccc3F)cc2)s1
→ 2.0 | 2.0 | -16.9 | -8.7 | -5.5 | 0.1 | -0.5 | -0.0623 | 10.8
- Cc1ccc(C2=NN=C(NC(=O)CSc3nncn3C)SC2)cc1
→ 6.3 | -1.0 | 0.1 | -9.7 | -13.6 | 2.0 | -0.5 | -1.06 | 1.6
- O=C(N/N=C/c1cccc(F)c1)c1ccc(Cl)cc1
→ 0.8 | -3.1 | -18.3 | -0.6 | -0.6 | 0.2 | -1.0 | -0.0396 | 3.0
- O=C1C2C3C=CC(C3)C2C(=O)N1Cc1cccnc1 (stereo not drawn)
→ 5.1 | -2.0 | -11.2 | -5.5 | -12.4 | 1.3 | -3.2 | 0.185 | 17.7
- Cc1nnc(C)c2c(C)n(-c3ccccc3N)c(C)c12
→ -3.4 | -6.0 | -1.4 | -1.4 | -4.1 | -0.9 | -3.6 | -1.32 | 1.5
- Cc1ccnc(NC(=O)c2cc3ccccc3oc2=O)c1
→ 0.1 | -6.0 | -14.6 | -11.4 | -5.4 | 0.4 | 12.7* | -0.0113 | 3.5
- CCCn1c(CNC(=O)Cc2ccccc2)nc2ccccc21
→ 2.0 | 8.1 | -11.7 | 9.3 | -23.2 | -0.3 | 3.2 | -0.753 | 13.8
- CCCC(=O)Nc1cc(C(=O)O)ccc1Sc1ccccc1
→ -2.0 | -2.5 | -17.1 | -16.4 | -3.6 | 1.3 | 6.6 | -1.23 | 3.1
- COC(=O)N1CCN(S(=O)(=O)c2ccc(F)cc2)CC1
→ -3.6 | 6.3 | -14.1[20 µM] | -3.7 | 8.3 | 0.8 | -0.4 | 1.19 | 9.8
- Nc1nc(SCc2ccccc2Cl)nc2nc3c(cc12)CCCC3
→ 2.5 | 5.3 | -12.5[20 µM] | 5.1 | -4.9 | 1.4 | -1.1 | . | 13.4
- Cc1ccc(/C=N/N2C(=O)c3ccccc3NC2c2ccc(C)cc2)cc1 (stereo not drawn)
→ -4.5 | -12.2 | -9.0 | -11.9 | 0.8 | -0.1 | 3.0 | 0.964 | -1.0
- COC(=O)CCC(=O)Nc1cc(S(=O)(=O)Nc2ccc(Cl)cc2)ccc1N1CCOCC1
→ 4.0 | 6.7 | -15.7 | -3.1 | 1.7 | 0.6 | -1.8 | -1.63 | 10.4
- COc1ccc(Cc2nc(C(=O)NCc3ccccc3OC)cs2)cc1
→ -2.4 | -23.0 | -14.1 | 3.5 | 1.1 | -0.2 | 2.7 | -1.57 | 16.5
- CCN(CC)C(=O)C1CCCN(Cc2ccccc2)C1 (stereo not drawn)
→ 2.9 | 0.4 | -19.1[20 µM] | 3.4 | 1.9 | -0.4 | -1.6 | 0.0451 | 7.5
- N#C/C(=C/c1ccc(N2CCOCC2)c([N+](=O)[O-])c1)C(N)=O
→ 2.0 | 16.3 | 0.8[20 µM] | -6.8 | -5.6 | 2.3 | -0.9 | 0.533 | 27.1
- CC(C)C(NC(=O)c1ccc(Br)cc1)C(=O)NC1=NCCS1 (stereo not drawn)
→ -2.8 | -1.4 | -18.3 | 0.2 | . | 1.7 | -1.5 | 0.33 | 6.5
- OCc1cc(-c2ccc(Cl)c(Cl)c2)on1
→ 0.2 | -4.5 | -14.1 | 1.2 | -8.8 | 0.9 | -2.7 | -0.661 | -0.2
- NCCSc1c(-c2ccc(Cl)cc2)[nH]c2ccccc12
→ 5.0 | -0.9 | -15.5 | -0.7 | -3.3 | -1.1 | 4.7 | -1.29 | 4.2
- COc1ccc(C(=O)Nn2c(SCC(=O)c3ccc(Cl)cc3)nc3ccccc3c2=O)cc1
→ -32.1 | 4.4 | -7.0[20 µM] | -3.4 | 2.5 | -0.4 | -2.5 | 0.394 | 12.5
- Cc1ccc(S(=O)(=O)N2CCN(S(=O)(=O)c3ccccc3)C2c2ccc(N(C)C)cc2)cc1 (stereo not drawn)
→ -4.1 | 4.5 | -12.2[20 µM] | 4.0 | -1.5 | -2.1 | 0.8 | -0.544 | 17.4
- CCOC(=O)C1=C(N)OC2=C(C(=O)CC(C)(C)C2)C1c1ccccc1OC (stereo not drawn)
→ 1.6 | -0.6 | -16.0 | 5.2 | -2.9 | 0.0 | -2.2 | -0.322 | 9.7
- CCN(C(=O)COC(=O)c1c(-c2ccccc2)noc1C)C1CCS(=O)(=O)C1 (stereo not drawn)
→ -6.6 | 1.0 | -2.3 | 2.3 | -11.7 | -1.1 | -0.8 | -0.919 | 21.2
- Cc1noc(C)c1CSc1nnnn1-c1ccc(Cl)cc1
→ 3.0 | -2.8 | -24.2 | -2.1 | -9.0 | -0.8 | -1.8 | 0.49 | 5.3
- O=C(Nc1nn[nH]n1)c1ccc(S(=O)(=O)N2CCCCC2)cc1
→ 2.9 | -2.9 | -24.9 | -3.2 | -1.1 | 0.1 | -2.2 | 0.273 | 7.2
- COc1ccc(CC(=O)NCc2cn3ccsc3n2)cc1
→ 6.4 | 4.0 | -16.5 | 3.0 | -4.5 | 1.0 | -3.4 | 0.868 | 16.7
- CCO[C@H]1OC(C(=O)N2CCN(C)CC2)=C[C@@H](c2ccc(C(F)(F)F)cc2)[C@@H]1CCCO
→ 0.3 | -1.0 | -26.8 | -2.7 | -1.4 | 0.8 | 3.3 | 0.297 | 5.2
- O=C(C1CCCN1S(=O)(=O)c1ccc(Cl)cc1)N1CCOCC1 (stereo not drawn)
→ 4.5 | 8.3 | -13.2[20 µM] | -7.4 | 2.9 | 0.6 | -1.9 | 0.489 | 2.1
- C/C(=N\O)c1cccc(Br)c1
→ -4.1 | -7.0 | -6.3 | -9.1 | -0.5 | 0.5 | -2.6 | 0.886 | 6.1
- CCCOc1ccc(OCCn2nc(C(=O)O)c3ccccc3c2=O)cc1
→ -0.7 | 1.4 | -14.7 | . | -5.7 | 0.0 | -0.7 | -0.594 | 6.0
